SR-BI DiI-HDL act = enhances SR-BI lipid uptake from DiI-HDL | CHO ldlA[mSR-BI] cells, DiI-HDL uptake fluorescence, 3 h; 100 = double the neutral-control signal | activation, % at 12.5 µM | 320,000 compounds, 0.096% hits;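 active means mean replicate activation of at least 60% and every replicate at or above 60%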;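 further: 0% = median plate neutral-control signal and 100% = twice that signal; values of inactives mirror those of a sister screen read the other way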
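Assay system: CHO ldlA[mSR-BI] cells, LDL receptor-null, SR-BI overexpressing; medium: Ham's F12 with 0.5% BSA, HEPES 25 mM, pH 7.4; also added: DiI-HDL 10 µg/mL; timing: 3 h uptake period with compound, 37 °C; signal: DiI fluorescence, bottom read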
dFosB act = enhances mouse delta FosB homodimer DNA binding. activation, % at 25 µM. P13346. purified delta FosB, TAMRA-CDK5 oligo fluorescence polarization; percent of positive-control signal above neutral wells. 340,000 compounds, 0.99% hits;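 active means mean activation above about 17%, with every replicate also reaching it, limit read from the data, passing the limit was not always enough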;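 further: fluorescence polarization rise as delta FosB binds a TAMRA Cdk5 AP-1 oligo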
HTR5A ag ctr = activates human HTR5A in OPRM1-OPRD1 agonist counter-screen. P47898. HTR5A agonist assay, luminescence, cell-based. activation, % at 9.3 µM. 340,000 compounds, 0.61% hits. AID 504692; in the data active means activation mostly above about 9.5%, no sharp cut-off; inactive means mostly below about 7.6%;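 further: 0% = cells with vehicle only and 100% = reference agonist; strong numbers were not always called active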
RTF Ca sens act = increases calcium sensitivity of human cardiac regulated thin filaments. P19429+P45379. IANBD-labeled TnC RTF fluorescence at EC20 calcium; 0% EC20 calcium, 100% full calcium. activation, % at 7.2 µM. 340,000 compounds, 0.24% hits. AID 493008;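 active means activation above the mean over all tested compounds plus 3 SD, cut at about 30% in these data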;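 further: rise in fluorescence read as greater calcium sensitivity of cardiac thin filaments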
Wnt act = activators of Wnt/beta-catenin signaling | 300,000 compounds, 1.2% hits | AID 743398 | Wnt/beta-catenin reporter cell assay, activator, plate reader | activation, % at 9.35 µM; in the data active means activation above about 30%, passing the limit was not always enough;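 further: 0% = neutral control wells and 100% = positive control wells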
CDK5 p35 inh = blocks human CDK5/p35 kinase activity; Q00535+Q15078; Recombinant CDK5/p35, ADP-Glo luminescence, 60 min; inhibition, % at 10 µM; 330,000 compounds, 0.01% hits; AID 488839;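 active means highest replicate inhibition of at least 50% and at least 75% of replicates reaching 50%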;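 further: plate controls were DMSO neutral control for no effect and GW8510 at 10 µM for full effect; many of its hits are not listed in these tables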
SR-BI HDL uptake = blocks mouse SR-BI lipid uptake from DiI-HDL. ldlA[mSR-BI] CHO cells, DiI-HDL uptake fluorescence, 3 h. inhibition, % at 12.5 µM. Q61009. 320,000 compounds, 0.96% hits. AID 488896;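 active means mean replicate inhibition of at least 70% and a set share of replicates each scoring 70 or more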;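 further: 0% = median of neutral control wells and 100% = median of positive control wells; values of inactives mirror those of a sister screen read the other way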
Target sequence (Q61009 whole entry, looked up): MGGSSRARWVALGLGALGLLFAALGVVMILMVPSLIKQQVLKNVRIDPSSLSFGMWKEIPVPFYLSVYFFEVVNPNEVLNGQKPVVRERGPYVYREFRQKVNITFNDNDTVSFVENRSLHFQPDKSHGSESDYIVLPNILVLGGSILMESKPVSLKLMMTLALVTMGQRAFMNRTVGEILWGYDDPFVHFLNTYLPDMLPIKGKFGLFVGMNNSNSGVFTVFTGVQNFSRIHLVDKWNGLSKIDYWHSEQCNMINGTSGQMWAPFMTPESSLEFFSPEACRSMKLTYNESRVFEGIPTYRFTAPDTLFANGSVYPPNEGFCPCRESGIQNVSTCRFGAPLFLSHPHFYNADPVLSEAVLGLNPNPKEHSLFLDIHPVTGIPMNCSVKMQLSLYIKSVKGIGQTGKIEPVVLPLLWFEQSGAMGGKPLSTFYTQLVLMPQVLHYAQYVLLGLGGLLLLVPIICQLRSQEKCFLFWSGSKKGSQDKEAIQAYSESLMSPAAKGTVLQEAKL
PvdQ inh = P. aeruginosa PvdQ acylase inhibition; purified PvdQ acylase, fluorescence plate reader; inhibition, % at 10 µM; 340,000 compounds, 0.063% hits; AID 488965; in the data active means inhibition above about 30%, passing the limit was not always enough;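 further: 0% = vehicle neutral wells and 100% = reference inhibitor wells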
MITF TRPM1 HTS = MITF TRPM1 promoter activation in melanoma cells; activation, % at 12.5 µM; SK-MEL-5 TRPM1-promoter luciferase, 24 h; % of positive control, neutral wells = 0; 300,000 compounds, 0.75% hits;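 active means mean activation of at least 80% with every replicate also reaching 80%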;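 further: 0% = neutral control wells and 100% = parthenolide positive control wells; values of inactives mirror those of a sister screen read the other way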
Rtt109 HAT inh = blocks Candida albicans Rtt109/Vps75 acetyltransferase activity; Q5AAJ8; purified Rtt109/Vps75, ThioGlo CoA-SH fluorescence, 4 h; inhibition, % at 34.9 µM; 330,000 compounds, 0.16% hits;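 active means inhibition of at least 50% in every replicate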
Target sequence (Q5AAJ8 whole entry, looked up): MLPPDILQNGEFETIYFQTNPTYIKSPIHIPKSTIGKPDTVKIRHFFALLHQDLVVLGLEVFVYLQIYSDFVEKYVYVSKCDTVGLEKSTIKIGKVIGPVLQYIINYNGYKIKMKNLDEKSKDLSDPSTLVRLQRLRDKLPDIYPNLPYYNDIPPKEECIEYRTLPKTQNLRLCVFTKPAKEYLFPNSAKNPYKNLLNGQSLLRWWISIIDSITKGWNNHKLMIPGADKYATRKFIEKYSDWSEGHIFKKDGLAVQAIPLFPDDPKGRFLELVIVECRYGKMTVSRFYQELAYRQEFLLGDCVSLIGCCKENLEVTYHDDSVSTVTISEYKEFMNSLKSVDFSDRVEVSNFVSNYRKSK
* marks the source's active call; other numbers are inactive results; nt = no result given.

Each structure is followed by: SR-BI DiI-HDL act	dFosB act	HTR5A ag ctr	RTF Ca sens act	Wnt act	CDK5 p35 inh	SR-BI HDL uptake	PvdQ inh	MITF TRPM1 HTS	Rtt109 HAT inh
> CCN(CC)CCN(C(=O)c1cccc([N+](=O)[O-])c1)c1nc2ccc(OC)cc2s1
  nt	-5	-4	9	0	2.3	nt	-6	-14	-23
> O=C1c2ccccc2C(=O)c2[nH]c(=O)[nH]c21
  5	-7	2	-2	1	8.3	-5	-3	-99	-13
> O=C(COc1ccccc1Br)NCc1ccco1
  3	-1	0	0	nt	6.8	-3	10	37	3
> CCC(C(=O)NC(C)(C)C)N(Cc1ccccc1Cl)C(=O)c1snc(C(N)=O)c1N (stereo not drawn)
  -6	-9	3	-4	-2	1.3	6	-11	9	-2
> CCCn1c(C(O)c2ccc(C)cc2)nc2ccccc21 (stereo not drawn)
  -24	-7	0	-5	-2	-5.2	24	-8	nt	-1
> CCCCCOC(=O)C1=C(C)NC(=O)NC1c1ccc(N(C)C)cc1 (stereo not drawn)
  49	6	1	1	-2	-0.8	-49	-17	nt	-1
> CSc1ncccc1C(=O)N1CCN(C(=O)c2ccccc2)CC1
  0	-2	4	12	-3	-0.2	0	-17	0	-2
> O=C(CSc1nnc(-c2ccco2)n1-c1ccccc1)Nc1c(Cl)cc(Cl)cc1C(=O)O
  -2	-2	0	0	-1	0.8	2	-18	0	-1
> COc1cc(C(=O)Nc2nc(OC)c(-c3ccccc3)c(OC)n2)cc(OC)c1OC
  -47	-19	-3	1	nt	-0.9	47	-6	-12	-2
> CCOC(=O)c1ccc(NC(=O)NCc2c(C)nn(CC)c2C)cc1
  -19	-9	-4	0	-3	0.7	19	-9	-2	-1
> CCCCNC(=O)c1ccc(CS(=O)(=O)c2ccccc2OC)o1
  -9	-1	4	1	-2	-2.1	9	-19	4	-3
> O=S(=O)(NCc1ccc(C(F)(F)F)cc1)c1ccc(-n2cnnn2)cc1
  11	-3	-1	-4	-2	-0.5	-11	-9	0	-1
> CCOC(=O)c1cc(-c2ccccc2C)nn1CC1CC(c2cccnc2)=NO1 (stereo not drawn)
  -10	-18	-3	0	0	2.0	10	-9	23	5
> CCCCC1CCC(C(=O)NCC(c2ccco2)N2CCOCC2)CC1 (stereo not drawn)
  -9	2	-1	2	1	-3.1	9	-11	4	-2
> CCn1c(SCC(=O)NCC2CCCO2)nc2c([nH]c3ccccc32)c1=O (stereo not drawn)
  5	1	1	-4	1	-1.0	-5	-14	-16	-11

7 entries from above, sorted by the number in PvdQ inh, low to high.
Molecule | SR-BI DiI-HDL act | dFosB act | RTF Ca sens act | Wnt act | CDK5 p35 inh | SR-BI HDL uptake | PvdQ inh | MITF TRPM1 HTS | Rtt109 HAT inh
CCCCNC(=O)c1ccc(CS(=O)(=O)c2ccccc2OC)o1 | -9 | -1 | 1 | -2 | -2.1 | 9 | -19 | 4 | -3
O=C(CSc1nnc(-c2ccco2)n1-c1ccccc1)Nc1c(Cl)cc(Cl)cc1C(=O)O | -2 | -2 | 0 | -1 | 0.8 | 2 | -18 | 0 | -1
CCCCCOC(=O)C1=C(C)NC(=O)NC1c1ccc(N(C)C)cc1 (stereo not drawn) | 49 | 6 | 1 | -2 | -0.8 | -49 | -17 | nt | -1
CCn1c(SCC(=O)NCC2CCCO2)nc2c([nH]c3ccccc32)c1=O (stereo not drawn) | 5 | 1 | -4 | 1 | -1.0 | -5 | -14 | -16 | -11
CCC(C(=O)NC(C)(C)C)N(Cc1ccccc1Cl)C(=O)c1snc(C(N)=O)c1N (stereo not drawn) | -6 | -9 | -4 | -2 | 1.3 | 6 | -11 | 9 | -2
CCCn1c(C(O)c2ccc(C)cc2)nc2ccccc21 (stereo not drawn) | -24 | -7 | -5 | -2 | -5.2 | 24 | -8 | nt | -1
O=C(COc1ccccc1Br)NCc1ccco1 | 3 | -1 | 0 | nt | 6.8 | -3 | 10 | 37 | 3

Next section.
Each structure is followed by: SR-BI DiI-HDL act	dFosB act	HTR5A ag ctr	RTF Ca sens act	Wnt act	CDK5 p35 inh	SR-BI HDL uptake	PvdQ inh	MITF TRPM1 HTS	Rtt109 HAT inh
> CCCc1cc(C(=O)N(C)CC(=O)Nc2ccc(OCC)c(OCC)c2)sc1C
  -23	-12	7	0	-2	1.7	23	7	-1	30
> COCC(=O)N1CCC(Oc2ccc(C(=O)NC3CCOC(C)(C)C3)cc2)CC1 (stereo not drawn)
  12	6	1	3	6	2.1	-12	13	-4	-2
> CN(C)CCCOc1nc2c(c(=O)n(C)c(=O)n2C)n1C
  24	-3	5	4	nt	3.9	-24	3	2	-10
> Cc1ccc(CNC(=O)CSc2nc(C)cc(C)c2C#N)cc1
  -1	3	0	5	-4	1.5	1	-25	nt	4
> CN(C)C(=S)Nc1ccc2ccccc2c1
  -1	-2	-3	5	nt	0.9	1	14	-6	5
> CC(C)CC(=O)Nc1ccc(OCC(=O)O)cc1
  3	-9	3	8	-4	0.3	-3	-7	nt	6
> COc1cccc(/C=C/C(=O)OCC(=O)Nc2cccc(S(=O)(=O)NC3=NCCCCC3)c2)c1
  -6	-19	4	2	-1	-2.6	6	-7	-12	1
> Cc1ccccc1-c1nc(CS(=O)(=O)CC(=O)NCCCN2CCCC2)c(C)o1
  -4	2	3	2	1	1.1	4	-19	14	21
> O=C(c1ccccc1)N1CCN(C2c3cccc4cccc(c34)C2NS(=O)(=O)c2ccccc2)CC1 (stereo not drawn)
  23	0	7	0	nt	0.9	-23	-12	nt	-1
> CCOc1cc(/C=C/c2cccc[n+]2C)ccc1OCC(=O)Nc1ccc(C)cc1
  nt	0	0	0	3	-0.1	nt	-13	4	5
> O=C(C1CC1c1ccccc1)N1CCN(c2cccc(Cl)c2)CC1 (stereo not drawn)
  23	-2	-11	-2	-1	1.0	-23	15	-3	-3
> CCCn1cc(S(=O)(=O)c2ccc(OC)cc2)c(=O)c2cc(OC)ccc21
  7	-8	2	4	1	-2.5	-7	-9	12	-1
> Cc1ccc(NC(=O)CCN2C(=O)c3cccc4cccc(c34)C2=O)cc1
  0	6	-6	10	-2	1.0	0	-5	0	4
> O=C(NNC(=S)Nc1ccc(Cl)c(Cl)c1)c1ccccn1
  -58	0	3	-3	4	-1.2	58	3	-36	1
> Clc1ccc(-c2csc3ncnc(NCCN4CCOCC4)c23)cc1
  13	-13	-1	-4	4	0.6	-13	0	-1	4
> O=C(NCc1nnc(SCC(=O)N2CCCC2)o1)c1ccc(F)cc1
  27	-6	4	1	-1	-0.1	-27	-6	-12	-8
> CCOC(=O)Cn1cc(/C=C/[N+](=O)[O-])c2ccccc21
  11	0	-4	-1	14	1.4	-11	-14	-5	-1
> CCOc1cc(/C=N/NC(=O)c2ccccc2-n2cccc2)ccc1O
  -4	-2	0	1	0	0.4	4	-13	5	19
> CCS(=O)(=O)c1nc(S(=O)(=O)c2ccc(C)cc2)c(N2CCC(C)CC2)s1
  4	-9	-2	-3	1	0.8	-4	-2	-22	9
> Cc1ccc(NC(=O)CN2CCCC2)c2c1CC(C)(C)O2
  2	10	3	-1	12	0.0	-2	-10	-6	nt
> Nc1cccc(-c2nc3ncccc3o2)c1
  3	-5	-1	1	3	1.1	-3	-6	38	3
> O=C(NCCc1ccccc1)C(=O)NCCC1CCCCN1S(=O)(=O)c1cccs1 (stereo not drawn)
  -26	-9	-1	8	1	-2.1	26	-16	-1	-2
> CC1CCN(c2cc(N3CCN(C(=O)c4ccc(F)c(F)c4)CC3)c([N+](=O)[O-])cc2F)CC1
  -24	-7	-1	1	nt	-1.1	24	1	-11	-4
> CCCn1c(=O)c2c(nc3n2CCS3)n(C)c1=O
  2	5	2	-1	-1	-0.6	-2	-14	-1	5
> Cc1ccc(NC(=O)CCS(=O)(=O)c2ccc3c(c2)NC(=O)C(C)S3)nc1 (stereo not drawn)
  7	-4	-2	-3	0	nt	-7	2	-2	0
> CC1=NNC(=O)C1CC(=O)N/N=C/c1cccs1 (stereo not drawn)
  -19	-1	2	10	-1	0.1	19	8	-3	-4
> COc1ccc(-c2noc(C3CCCN(S(=O)(=O)c4ccc(C)c(Cl)c4)C3)n2)cc1OC (stereo not drawn)
  -28	2	1	3	nt	1.4	28	-16	-12	-3
> Cc1cccc(NC(=O)c2nc[nH]c2C(=O)NCCCCCCNC(=O)c2[nH]cnc2C(=O)Nc2cccc(C)c2)c1
  16	-1	-1	-2	-9	-0.9	-16	-12	2	-3
> N#CCOc1nc(N2CCOCC2)nc(N2CCOCC2)n1
  -13	0	0	-2	-4	1.7	13	-12	nt	-25
> Cc1ccccc1CN1CCN(c2ccc(S(=O)(=O)N3CCCC3)cn2)CC1
  5	-10	1	1	-6	0.0	-5	-9	-16	-3
> O=C(CN(C(=O)Cn1nnc(-c2ccc(F)cc2)n1)c1cnc2ccccc2c1)NCC1CCCO1 (stereo not drawn)
  5	-7	6	3	-1	0.6	-5	-5	-11	2
> COc1ccc(-c2nnc3ccc(SCC(=O)Nc4nc5ccc(C)cc5s4)nn23)cc1OC
  -1	-13	5	4	nt	-3.1	1	-10	3	2
> Cn1c(=O)c(=O)n(C)c2cc(S(=O)(=O)N3CCN(c4ccccc4F)CC3)ccc21
  32	-1	4	1	-6	-2.1	-32	-8	1	-1
> CNC(=O)C1=C(C)NC(=S)NC1c1cc2c(cc1OC)CCCC2 (stereo not drawn)
  18	-5	3	-5	-6	0.6	-18	8	1	-7
> O=C1C2C3C=CC(C3)C2C(=O)N1Cc1ccc(CN2C(=O)C3C4C=CC(C4)C3C2=O)cc1 (stereo not drawn)
  -1	2	0	2	nt	0.9	1	-5	-8	nt
> Cc1ccc(S(=O)(=O)N2CCC(C(=O)N[C@@H](Cc3ccccc3)C(=O)O)CC2)cc1
  14	-5	1	2	nt	-1.1	-14	-9	nt	-9
> COc1ccc(C2CC(=O)C3=C(C2)Nc2ccccc2N(C(=O)CCC(=O)O)C3c2ccc(F)cc2)cc1OC (stereo not drawn)
  4	-1	1	6	1	-0.9	-4	-3	2	-10
> CCOc1cc(NC(=S)Nc2cccc(OC)c2)c(OCC)cc1NC(=O)C(C)C
  -30	-3	3	-2	4	2.1	30	-8	3	-2
> CCCNC(=S)N1CC2(C)CN(C(=O)C(=O)OCC)CC(C)(C1)C2=O
  13	-8	2	8	-3	-1.0	-13	-10	0	1

Two consecutive entries out of the list so far:
Each structure is followed by: SR-BI DiI-HDL act	dFosB act	HTR5A ag ctr	RTF Ca sens act	Wnt act	CDK5 p35 inh	SR-BI HDL uptake	PvdQ inh	MITF TRPM1 HTS	Rtt109 HAT inh
> O=C(CN(C(=O)Cn1nnc(-c2ccc(F)cc2)n1)c1cnc2ccccc2c1)NCC1CCCO1 (stereo not drawn)
  5	-7	6	3	-1	0.6	-5	-5	-11	2
> COc1ccc(-c2nnc3ccc(SCC(=O)Nc4nc5ccc(C)cc5s4)nn23)cc1OC
  -1	-13	5	4	nt	-3.1	1	-10	3	2

Compound activity (PubChem BioAssay)
